Source: PubChem BioAssay
NR5A2 inv ag = LRH-1 (NR5A2) inverse agonists, primary screen, cell-based, luminescence, HEK293T, StAR-luciferase reporter | Nuclear receptor subfamily 5 group A member 2 (Homo sapiens), O00482 | AID 602396, 2012 | inhibition, % at 3.6 µM | LRH-1 transfected, 24 h | actives 0.13% (n = 360,000);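 active = inhibition above the mean inhibition of all tested compounds plus 3 SD, cut at about 73% in these data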;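 also: 0% = DMSO wells and 100% = reporter-only cells lacking LRH-1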
TRAIL sens C8 = viability loss with TRAIL in NB7+C8 cells, primary screen, TRAIL sensitizer project, cell-based, ATPlite luminescence | inhibition (viability loss, TRAIL sensitization), % at 10 µM | actives 1% (n = 360,000);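 active = compounds causing at least 50% loss of cell viability in the single-dose screen, relative to plate controls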
KKLEB tox = cytotoxicity in KKLEB CF airway cells, primary screen, cytotoxicity control for CF NF-kB inhibitor project, cell-based, uHTS, fluorescence assay plates. KKLEB CF airway cells viability, ATPlite luminescence, overnight; hits give low values; cells stimulated with P. aeruginosa culture filtrate. activity change (cytotoxicity), % at 5 µM. actives 0.36% (n = 360,000). AID 602141, 2011;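 active = corrected activity change at or below -50% at 5 µM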
COUP-TFII inh = NR2F2 transcriptional activity inhibitors, primary screen, cell-based, luciferase reporter, HEK293T, luminescence. COUP transcription factor 2 (Homo sapiens), P24468. HEK293T NGFI-A luciferase reporter. inhibition, % at 8.6 µM. actives 0.7% (n = 370,000). AID 686940, 2013;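 active = inhibition above a per-plate cutoff, mean inhibition of test wells between control levels plus 3 SD, cut at about 38% in these data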;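 also: cells cotransfected with COUP-TFII expression vector driving the NGFI-A reporter; 0% = median of COUP-TF2 test wells and 100% = reporter-only cells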
SRC3 inh = SRC3 coactivator transcriptional activity inhibitors, primary screen, cell-based, luminescence; Nuclear receptor coactivator 3 (Homo sapiens), Q9Y6Q9; HEK293 GAL4-SRC3 luciferase reporter; inhibition, % at 3.6 µM; actives 0.17% (n = 360,000);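 active = inhibition above a per-campaign cutoff, the mean of all compounds plus 3 SD, cut at about 60% in these data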;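 also: 0% = DMSO-treated cells and 100% = gossypol-treated cells at 36 µM; higher means less SRC3-driven luciferase light from the GAL4 reporter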
NCOA1 inh = SRC1 coactivator transcriptional activity inhibitors, primary screen, cell-based, luminescence; Nuclear receptor coactivator 1 (Homo sapiens), Q15788; HEK293 GAL4-SRC1 luciferase reporter; inhibition, % at 3.6 µM; actives 0.12% (n = 360,000); AID 588354, 2011;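 active = inhibition above the campaign mean plus 3 SD, with each screening campaign given its own cutoff, cut at about 60% in these data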;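 also: 0% = DMSO treated cells and 100% = gossypol at 36 µM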
TROY signal inh = inhibitors of TROY-driven NF-kB signaling, primary screen, Q293 LMP1-TROYcd cells, NF-kB luciferase, uHTS | Q293 LMP1-TROYcd NF-kB luciferase reporter, 4 h | inhibition, % at 10 µM | actives 0.98% (n = 360,000);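 active = compounds whose plate-normalised and pattern-corrected inhibition of the luciferase reporter signal at the single screening dose is 50% or more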
TWEAK-Fn14 inh = inhibitors of TWEAK-Fn14 signaling, primary screen, luciferase reporter cells, uHTS | TWEAK-stimulated Fn14 reporter cells, luciferase luminescence, 8 h | actives 2% (n = 360,000) | inhibition, % at 10 µM; in the data active = inhibition above about 50%
EBV LMP1 NFkB = EBV LMP1-driven NF-kappaB luciferase reporter inhibitors, primary screen, cell-based, luminescence, single point; inhibition, % at 12.5 µM; AID 504558, 2011; actives 0.69% (n = 350,000); LMP1-induced NF-kappaB luciferase reporter cells; in the data active = inhibition above about 41%;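 also: 0% = neutral control wells and 100% = reference inhibitor control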
CF NFkB block = inhibitors of PAF-induced NF-kB signaling, primary screen, cell-based, GFP fluorescence, uHTS; KKLEB NF-kB-GFP reporter, GFP fluorescence overnight; inhibition, % at 5 µM; actives 0.86% (n = 360,000);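 active = at least 50% inhibition at 5 µM, scaled per plate between neutral and stimulator controls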;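 also: PAF is a Pseudomonas aeruginosa culture filtrate used as stimulus; plate controls were PAF-stimulated DMSO wells for no effect and unstimulated DMSO wells for full effect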
Shn3 3UTR inh = reduction of Shn3 3'UTR firefly luciferase signal, primary screen, Schnurri-3 inhibitor project, cell-based, Clone20 osteoblasts, set 2. AID 588674, 2011. actives 0.52% (n = 360,000). Clone20 osteoblast Shn3 3'UTR firefly luciferase, 24 h. inhibition, % at 12.5 µM;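 active = mean inhibition of at least 75% with every replicate also reaching 75%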;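 also: 0% = median of neutral control wells and 100% = pilot-screen positive control compound; some compounds past the cut are filed as inactive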
Active calls of the source: *; . = no result given. A portion of the library; the hit share may differ from the screen's.

SMILES | NR5A2 inv ag | TRAIL sens C8 | KKLEB tox | COUP-TFII inh | SRC3 inh | NCOA1 inh | TROY signal inh | TWEAK-Fn14 inh | EBV LMP1 NFkB | CF NFkB block | Shn3 3UTR inh
O=C(Nc1ccc(OCC(=O)N2CCOCC2)cc1)c1ccccc1Cl | -26.6 | 83.3* | 7.2 | -31.5 | -88.4 | -50.3 | -40.2 | -12.7 | 51.3* | -28.7 | -44.2
CC1CC1C(=O)Nc1nc(-c2ccc(Cl)s2)cs1 (stereo not drawn) | -30.4 | 11.5 | 10.4 | 11.3 | -7.9 | -16.2 | -40.5 | -0.8 | -1.1 | -17.8 | 77.3
O=C(N1CCOCC1)N1CCN(S(=O)(=O)c2ccc(Cl)cc2)CC1 | -4.6 | -12.2 | 4.1 | 2.5 | 12.0 | -16.9 | 2.1 | 2.9 | -0.8 | 0.3 | -5.4
O=C1NC(=S)N/C1=C\c1ccc(N2CCOCC2)cc1 | -11.7 | 9.2 | -39.4 | -18.5 | -11.2 | -137.0 | -8.8 | -1.9 | -3.4 | 12.3 | -36.1
CCOC(=O)C1=C(COC(=O)c2cc(S(=O)(=O)N3CCOCC3)ccc2F)NC(=O)NC1C (stereo not drawn) | -0.5 | 0.3 | 0.4 | -22.3 | 0.9 | -30.1 | -3.0 | -27.9 | -0.9 | 1.3 | 8.4
CN1CCN(C(=O)c2cccn(Cc3ccc(C(F)(F)F)cc3)c2=O)CC1 | -3.5 | 0.9 | 2.3 | -8.5 | 3.5 | 0.9 | -39.6 | 14.7 | -21.9 | 7.1 | 17.2
CC(C)(C)Nc1nc(OCC(F)(F)F)nc(OCC(F)(F)F)n1 | -1.6 | -7.3 | 7.1 | 10.3 | -0.9 | -0.8 | 8.5 | -2.5 | 1.8 | 2.0 | 3.3
CCC1(C)Cc2nc3[nH]c(=S)n(-c4ccc(C)cc4)c(=O)c3cc2CO1 (stereo not drawn) | -3.2 | 2.2 | 1.6 | 2.0 | 12.8 | 4.6 | 1.6 | -5.7 | -8.8 | 16.9 | -1.9
Cc1c(C(=O)Nc2c(C)n(C)n(-c3ccccc3)c2=O)oc2ccccc12 | 9.3 | -10.2 | -2.5 | 1.0 | 8.1 | -4.7 | -7.7 | 1.1 | -7.5 | 0.3 | -9.6
CC(C)C1Cc2c(sc3ncnc(NN)c23)CO1 (stereo not drawn) | -7.9 | 0.2 | 3.0 | 14.8 | -9.5 | -0.8 | 7.8 | 5.2 | 6.2 | 3.1 | -16.3
O=C(Nc1cccc(Cl)c1)Nc1nnc([C@H]2C[C@H](O)[C@@H](CO)O2)s1 | -21.8 | -26.9 | 2.7 | -20.9 | -35.2 | -16.9 | -11.3 | -2.2 | . | -14.8 | -9.7
OC(COc1ccc(OCC(O)CN2CCN(Cc3ccccc3)CC2)cc1)CN1CCN(Cc2ccccc2)CC1 (stereo not drawn) | 20.1 | 13.8 | -7.0 | -3.7 | 0.5 | 11.9 | 17.6 | -11.2 | . | -5.3 | .
O=C(NC1CCCCC1)C(=O)c1c[nH]c2ccccc12 | -63.6 | 6.7 | -3.0 | -51.8 | -40.5 | -60.7 | -56.1 | -22.6 | -23.2 | -42.8 | -26.1
CCc1ccc([C@H]2[C@@H]3C(=O)C[C@@H]4C(=O)NC(=O)[C@@H]4[C@@H]3CN2S(=O)(=O)c2ccc(C)cc2)cc1 | -4.5 | -4.9 | -5.2 | 2.2 | 13.7 | 7.1 | 0.5 | -12.1 | . | -5.9 | -7.3
CCCc1c(O)nc(SCC(=O)NCc2ccco2)[nH]c1=O | 12.4 | -6.7 | -2.4 | -39.5 | -17.7 | 6.1 | -11.0 | 0.8 | 1.3 | 5.1 | 0.9
CN(C(=O)c1ccc2c(Cl)c3c(nc2c1)CCC3)c1ccccc1 | -52.1 | 7.4 | 1.9 | -25.6 | -31.8 | -35.5 | -4.1 | 16.7 | -43.7 | 15.2 | -80.2
Cn1c(=O)c2c(ncn2CC(=O)OCC(=O)NCc2ccccc2Cl)n(C)c1=O | 9.9 | 7.6 | 7.7 | 4.5 | 19.6 | 0.6 | -3.2 | 7.3 | -3.7 | -17.8 | 9.1
CCOCCCNC(=O)c1c[nH]c2cc(C)ccc2c1=O | 0.9 | -3.7 | 6.5 | -2.5 | -13.7 | -7.4 | 4.3 | 5.5 | -1.3 | -3.8 | 28.2
O=C1CCCN1CCCNS(=O)(=O)c1ccccc1 | 3.7 | -2.6 | 7.2 | -2.1 | 14.5 | -7.2 | 7.0 | -2.6 | -6.2 | -17.0 | 15.5
Cc1ccc(CN2[C@@H](CC(C)C)COCCS2(=O)=O)cc1 | 16.1 | -12.9 | -6.9 | -1.6 | -2.7 | -1.5 | -11.9 | -3.1 | -6.3 | 16.4 | -7.2
Cc1cccc(-n2nnnc2SCC(=O)NCCN2C(=O)CSC2=O)c1 | -3.6 | 0.2 | -4.2 | 4.1 | -16.7 | -16.7 | 10.6 | -3.3 | -2.0 | 11.8 | -5.9
COc1ccc(NC(=O)c2sc3nc(N4CCCC4)c4c(c3c2N)CC(C)(C)OC4)cc1 | 7.5 | -21.8 | -17.7 | -4.9 | 13.3 | 11.6 | -0.9 | -23.1 | 14.6 | 35.6 | 16.7
Cc1cccc(C)c1NC(=O)COC(=O)CNC(=O)C1CCCCC1 | -13.3 | 5.7 | 16.5 | 6.5 | 10.8 | -15.1 | 3.4 | -1.9 | 1.6 | -4.3 | -35.7
CCOC(=O)N1CCC(NS(=O)(=O)c2ccc(NC(C)=O)c(Cl)c2)CC1 | 8.1 | 0.9 | 0.4 | 32.6 | 23.6 | 15.5 | 16.1 | 14.0 | . | 4.7 | 29.9
CCCCn1cnc2c(SCc3ccccc3)nc(N)nc21 | -47.0 | 19.0 | -3.4 | -25.0 | -55.0 | -23.0 | -36.3 | -10.6 | -8.2 | 1.9 | 72.0
Cc1ccc(NC(=O)c2sc3ncn(CC(=O)N4CCOCC4)c(=O)c3c2C)c(Br)c1 | -10.3 | 4.2 | -10.7 | 0.1 | -1.9 | 2.2 | -22.0 | -4.3 | -6.7 | -7.3 | 0.1
CN=C(Nc1cccc(S(=O)(=O)N2CCOCC2)c1)c1ccccc1 | -1.4 | -0.4 | 8.7 | 11.4 | 9.6 | -14.3 | 1.9 | -6.7 | 2.6 | -7.3 | 8.2
CCN(CC)CCC(c1ccc(OC)cc1)c1c(O)cc(OC)cc1OC (stereo not drawn) | -1.9 | -7.8 | -9.0 | -8.8 | -2.7 | -5.2 | -4.8 | -5.0 | -6.0 | 2.6 | 6.3
CC(Cc1cccs1)NC(=S)Nc1ccc(Cl)cc1 (stereo not drawn) | 13.4 | 14.1 | -0.8 | 23.0 | 4.2 | -42.2 | -6.0 | 4.4 | 6.3 | 0.1 | 63.1
Cc1onc(-c2ccccc2)c1C(=O)N1CCN(S(=O)(=O)c2ccccc2Br)CC1 | 16.1 | 5.1 | -10.8 | -9.2 | -0.1 | -12.6 | 13.2 | -15.8 | -15.7 | 11.7 | 25.5
CCOc1ccc(NS(=O)(=O)c2ccc(OC)c(C)c2)cc1 | 8.1 | -4.0 | 12.3 | 7.2 | 2.3 | 8.9 | -2.3 | 13.9 | 3.2 | -1.3 | -2.3
CN(C)S(=O)(=O)c1cccc(NC(=S)N/N=C/c2ccco2)c1 | 10.5 | -3.3 | 7.2 | -2.8 | -12.1 | -42.6 | -0.7 | 5.6 | -4.3 | -11.5 | .
O=C(CSc1nccn1-c1ncc(C(F)(F)F)cc1Cl)c1ccc(Cl)cc1 | 6.3 | 7.3 | -1.7 | -9.2 | -28.2 | -29.8 | 40.5 | 40.4 | -64.4 | -5.0 | -44.1
Cc1nn2c3ccccc3nc2c2ccccc12 | -22.7 | 28.9 | 9.6 | -25.9 | -1.2 | -17.4 | -86.8 | -53.2 | -22.5 | -87.9 | 7.8
CC1(C)CC2CC(C)(CN2c2ncnc3ccccc23)C1 (stereo not drawn) | 11.7 | 8.7 | -4.8 | 35.2 | 31.1 | 13.8 | 19.2 | 14.8 | -0.2 | 13.4 | 65.4
CCOC(=O)C(NC(C)=O)(Nc1cccc(F)c1)C(F)(F)F (stereo not drawn) | 1.0 | 6.8 | 5.1 | 23.5 | -23.2 | -22.9 | 8.9 | -0.7 | 0.4 | -1.0 | .
CS(=O)(=O)N(CC(=O)Nc1ccc2c(c1)OCCO2)c1ccc2c(c1)OCO2 | -8.2 | -4.4 | 4.0 | 8.9 | -1.9 | -9.7 | 17.7 | 8.6 | 1.2 | -0.9 | 1.4
CC(C)c1csc(CN2CCC(N3CCC(C(=O)NCC4CCCO4)CC3)CC2)n1 (stereo not drawn) | 3.7 | -8.7 | -17.8 | 1.0 | -0.7 | -8.8 | -6.7 | -24.8 | -3.1 | -5.4 | -8.3
S=c1[nH]ccn1CCc1ccccc1 | -8.5 | 22.2 | 1.6 | -15.0 | -12.2 | -35.4 | 2.6 | 4.2 | 1.5 | 7.4 | 2.8
O=S(=O)(c1ccc(Br)s1)N1CCN(CCc2ccccc2)CC1 | 14.2 | 0.6 | -23.7 | 6.7 | 18.2 | -21.7 | 12.9 | 19.6 | 1.1 | 3.1 | -11.7
CS(=O)(=O)Nc1cccc(NC(=O)C2Cc3c(-c4ccco4)ccnc3O2)c1 (stereo not drawn) | -21.9 | 53.2* | -33.4 | 10.1 | 28.3 | 26.2 | 9.5 | -28.8 | . | 24.1 | 54.6
COc1ccc(-c2nnc3n2CCCCC3)cc1OC | 2.5 | -20.1 | 2.7 | 2.8 | 10.1 | 3.4 | -8.4 | 4.1 | 5.4 | -2.5 | -0.3
COc1cccc(NC(=O)CN(C)C(=O)c2cccc(S(=O)(=O)N3CCN(c4ccc(F)cc4)CC3)c2)c1 | 3.4 | 36.1 | 11.1 | 13.8 | 10.1 | -5.9 | 19.8 | 23.9 | -5.3 | -30.5 | 70.1
Cc1cc(Oc2ccc(Br)cc2)nc(SCC(=O)c2ccccc2)n1 | 6.9 | -14.9 | 5.9 | -2.2 | 9.1 | 12.8 | 36.5 | 7.6 | 19.6 | -3.6 | 5.1
